Bioassay records from PubChem.
CHRM4 PAM = CHRM4 positive allosteric modulation. P08173. hit rate 0.4% among 360,000. CHO-K1 hM4/Gqi5, Fluo-8 calcium fluorescence, ACh EC20; 0% = ACh EC20, 100% = maximal ACh. AID 624126. activation, % at 3 µM;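 active means activation above its plate's cutoff, the mean activation of sample wells plus 3 SD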; further: some results filed as inactive read as strong as hits
M5 PAM = potentiates acetylcholine response at human M5 receptor; P08912; CHO-K1 hM5, Fluo-8 calcium, ACh EC20 PAM; 0% = ACh EC20, 100% = ACh EC100; activation, % at 3 µM; hit rate 0.3% among 360,000; AID 624038;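 active means activation above the run cutoff, the mean activation of all test compounds plus 3 SD, cut at about 18% in these data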
Target sequence (P08912 whole entry, looked up): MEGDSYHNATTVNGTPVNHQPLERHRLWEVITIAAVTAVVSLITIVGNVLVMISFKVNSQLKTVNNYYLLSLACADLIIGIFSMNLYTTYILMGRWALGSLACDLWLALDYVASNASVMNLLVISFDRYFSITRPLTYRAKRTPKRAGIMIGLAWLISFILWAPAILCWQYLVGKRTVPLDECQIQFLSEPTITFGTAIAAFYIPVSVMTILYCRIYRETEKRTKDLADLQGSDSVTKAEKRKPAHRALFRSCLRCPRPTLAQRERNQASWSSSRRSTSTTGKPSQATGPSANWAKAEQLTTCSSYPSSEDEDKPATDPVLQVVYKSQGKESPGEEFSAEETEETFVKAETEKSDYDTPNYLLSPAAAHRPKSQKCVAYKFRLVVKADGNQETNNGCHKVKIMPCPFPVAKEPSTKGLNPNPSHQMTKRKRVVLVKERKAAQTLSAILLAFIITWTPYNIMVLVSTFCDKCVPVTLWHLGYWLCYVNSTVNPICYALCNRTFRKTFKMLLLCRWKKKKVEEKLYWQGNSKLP
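Test system: CHO-K1 hM5 cells / Doses: single-point, 3 µM nominal / Times: Post-acetylcholine fluorescence recording 140 s / Technique: Fluo-8 calcium fluorescence / Measure: Max/basal fluorescence ratio as % of EC20–EC100 ACh window / Benchmarks: low control EC20 acetylcholine (0%), high control EC100 acetylcholine (100%) / Replicates: one well per compound, no replicates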
M1 PAM = positive allosteric modulators of human M1 muscarinic receptor; CHO-K1 hM1, Fluo-8 calcium fluorescence, ACh EC20; 0% = ACh EC20, 100% = maximal ACh; activation, % at 3 µM; P11229; hit rate 0.088% among 360,000; in the data active means activation above about 19%, passing the limit was not always enough
Target sequence (P11229 whole entry, looked up): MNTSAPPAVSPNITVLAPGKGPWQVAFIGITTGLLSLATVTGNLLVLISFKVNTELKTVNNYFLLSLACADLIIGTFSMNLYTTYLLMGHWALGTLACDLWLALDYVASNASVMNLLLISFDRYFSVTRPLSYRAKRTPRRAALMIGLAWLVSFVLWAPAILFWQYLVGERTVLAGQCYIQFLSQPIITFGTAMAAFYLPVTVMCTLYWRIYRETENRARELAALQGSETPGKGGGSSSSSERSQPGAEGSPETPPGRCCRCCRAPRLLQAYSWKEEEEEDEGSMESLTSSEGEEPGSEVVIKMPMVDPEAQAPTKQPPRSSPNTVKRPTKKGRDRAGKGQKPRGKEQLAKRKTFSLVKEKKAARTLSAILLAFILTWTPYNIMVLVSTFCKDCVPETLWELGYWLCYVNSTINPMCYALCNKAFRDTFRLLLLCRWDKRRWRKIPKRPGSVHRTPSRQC
M5 antag = CHRM5 antagonism in calcium assay; CHO-hM5 cells, Fluo-8 calcium fluorescence, ACh EC80; inhibition, % at 3 µM; hit rate 0.59% among 360,000; AID 624040;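 active means inhibition above a per-plate cutoff, the mean of that plate's test compounds plus 3 SD, cut at about 27% in these data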;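 further: 0% = acetylcholine EC80 with DMSO and 100% = DMSO without agonist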
CRFR2-BP ag = CRF-BP/CRF-R2 complex agonism; HEK293 CRF-R2/CRF-BP, calcium dye fluorescence (FLIPR); percent of saturating CRF peptide response; activation, % at 13.2 µM; hit rate 0.46% among 350,000; AID 588473;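 active means activation of at least 50%, plus an integration ratio under a set limit after plate pattern correction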;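 further: plate controls were neutral control wells without compound for no effect and CRF at EC100 for full effect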
M1 antag = blocks human M1 muscarinic receptor | CHO-K1 hM1, Fluo-8 calcium fluorescence, ACh EC80 antagonist | inhibition, % at 3 µM | hit rate 1.3% among 360,000;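 active means percent inhibition above its own plate's cutoff, namely the mean of that plate's compound wells plus 3 SD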;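 further: peak over basal fluorescence ratio during 140 s after agonist addition; 0% = ACh EC80 plus DMSO and 100% = DMSO alone without agonist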
M5 ag = agonists of human muscarinic M5 receptor (CHRM5). CHO-K1 hM5 cells, Fluo-8 calcium fluorescence; 0% DMSO wells, 100% maximal acetylcholine response. hit rate 0.19% among 360,000. activation, % at 3 µM. P08912;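 active means activation above the run's mean over test compounds plus 3 SD, cut at about 23% in these data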;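 further: signal is peak over basal fluorescence ratio across the kinetic read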
M4 ag = agonists of human muscarinic M4 receptor (CHRM4). P08173. CHO-K1 hM4/Gqi5, Fluo-8 calcium fluorescence; vehicle 0%, full acetylcholine response 100%. activation, % at 3 µM. hit rate 0.14% among 360,000;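 active means activation above the run mean over all test wells plus 3 SD, cut at about 32% in these data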;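 further: peak over basal fluorescence ratio per well then scaled between controls; 0% = DMSO wells and 100% = acetylcholine at EC100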
CHRM4 antagonist = blocks acetylcholine activation of human M4 receptor; P08173; CHO-hM4 cells, ACh EC80, Fluo-8 calcium fluorescence; inhibition, % at 3 µM; hit rate 0.73% among 360,000; AID 624125;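 active means inhibition above its plate's cutoff, the mean inhibition of sample wells plus 3 SD, cut at about 27% in these data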;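 further: 0% = acetylcholine EC80 with DMSO and 100% = DMSO without agonist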
Numbers without * were called inactive.

Molecule	CHRM4 antagonist	M4 ag	M5 PAM	M5 antag	CRFR2-BP ag	M1 PAM	M5 ag	M1 antag	CHRM4 PAM
CCN(c1ccc(NC(=O)COC(=O)c2ccc3ccccc3n2)cc1)C(C)C	-8.2	4.4	8.4	-6.8	-3.4	4.8	-2.0	-9.8	3.6
CN(C)S(=O)(=O)c1ccc(F)c(C(=O)Nc2ccccc2C(=O)NC2CC2)c1	-7.7	5.3	-2.6	7.2	42.6	2.2	3.4	2.0	2.4
CCOC(=O)C1=C(CS(=O)(=O)c2ccc(F)cc2)NC(=O)NC1c1ccc(O)c(O)c1 (stereo unspecified)	-11.0	1.8	12.6	-11.6	2.6	6.8	-1.5	-2.9	2.0
COc1ccccc1/C=C1\SC(=S)N(CCC(=O)Nc2nnc(C)s2)C1=O	8.0	2.4	7.3	-2.0	5.7	9.1	0.0	-3.5	1.1
COc1ccccc1NC(=O)CSc1nnnn1-c1ccc(C)cc1	-9.1	3.1	-6.9	4.1	-1.0	4.9	1.1	-12.4	2.2
COc1cccc(CCN2CCC(CNS(=O)(=O)c3cc(-c4cc(C)no4)ccc3OC)CC2)c1	13.5	3.9	-6.9	19.6	-1.8	-22.6	-6.7	37.0*	-19.0
O=C(NCC1CCCCC1)c1cc2ccccc2cc1O	-11.1	6.3	-7.7	-13.1	0.6	0.7	-2.1	-14.7	2.7
Cc1cccc(NC(=O)CSc2nnc(-c3ccco3)c(-c3ccco3)n2)c1C	-6.4	0.4	13.0	-8.0	8.5	7.7	-5.9	-8.2	0.5
O=C(CNS(=O)(=O)c1c(F)cc(F)cc1Br)OCC(=O)N1CCCC1=O	2.6	23.0	-29.1	15.0	2.5	0.7	2.0	8.0	-5.3
COc1ccccc1N1CCN(C(=O)c2cc(C)on2)CC1	3.5	1.2	1.3	8.8	0.0	4.0	-0.3	-9.2	0.1
CN(C)C(=O)[C@@H]1C[C@H]1[C@@H](NC(=O)OCc1ccccc1)c1ccccc1	-0.9	6.5	-4.2	7.9	-2.5	18.3	-1.8	-17.2	14.8
O=C(Nc1nc(-c2ccccc2)cs1)C1CCCN(S(=O)(=O)c2cccc([N+](=O)[O-])c2)C1 (stereo unspecified)	-4.7	1.1	-15.0	11.8	0.0	2.4	-2.2	5.5	-11.1
CC[C@]12c3[nH]c4ccc(OC)cc4c3CCN1C(=O)C(CC(=O)NCC13CC4CC(CC(C4)C1)C3)C[C@@H]2C(=O)N1CCN(C(=O)c2ccco2)CC1 (stereo partly specified)	15.4	-1.0	-1.2	-1.7	-3.1	4.4	-2.4	-12.7	-10.5
CCCCN1C(=O)C(=O)N(CC(=O)N2CCc3ccccc32)C1=O	-8.3	-0.1	7.6	-3.9	-0.6	15.8	-4.4	-23.8	11.1
O=C(O)c1ccccc1NC(=O)N1CCOCC1	-2.5	0.4	1.4	-2.0	-2.2	7.8	-1.1	-6.6	0.7
CCOC(=O)Cn1c(=O)oc2cc(S(=O)(=O)NC(C)c3ccccc3)ccc21 (stereo unspecified)	0.7	2.1	-6.0	-1.8	0.0	0.5	0.7	-6.0	-4.6
COc1cccc(OC)c1OCCCCN1CCCCC1	-1.4	0.4	-1.8	10.5	-0.6	3.4	-8.9	-10.7	-1.9
CC1CN(C(=O)COC(=O)c2cnc(Cl)c(Cl)c2)CC(C)O1 (stereo unspecified)	-2.0	3.2	8.5	2.5	1.0	3.3	0.1	-7.7	2.0
CC(C)c1ccc(OCC(=O)NCCO)cc1	8.3	0.3	-6.7	19.5	-1.1	-5.6	-0.7	9.1	-1.8
O=S(=O)(N1CCCCC1)N1CCNCC1	-8.1	0.9	6.2	-5.2	-0.1	-9.6	-0.9	-4.0	2.2
O=[N+]([O-])c1ccc(N/N=C/c2sc(N3CCOCC3)nc2-c2ccccc2)c(S(=O)(=O)Nc2ccccc2Cl)c1	4.4	-0.2	-5.1	3.6	66.9*	-2.3	-0.2	2.4	-12.3
CCN(CC)S(=O)(=O)c1ccc(S(=O)(=O)Nc2ccc(C(=O)N3CCCC3)cc2)cc1	-8.8	3.2	0.9	-2.3	-1.3	6.4	0.6	-9.7	-0.6
CC(OC(=O)c1nn(C)c(=O)c2ccccc12)C(=O)NCc1ccc2c(c1)OCO2 (stereo unspecified)	-12.8	6.4	-6.8	1.3	-3.5	5.8	0.0	-15.4	2.8
O=C(Nc1ncccn1)c1ccc(C(F)(F)F)cc1	-1.3	-0.3	-3.1	3.8	-1.6	-2.7	0.0	-1.3	-0.5
Cc1onc(-c2ccccc2)c1CNC(=O)Nc1ccc(F)cc1F	0.8	0.2	-2.2	5.1	-1.9	13.8	-5.2	-14.6	2.0
CCOCCCNC(=O)c1c[nH]c2cc(C)ccc2c1=O	13.1	0.6	0.8	-7.5	-0.3	10.6	-0.3	-4.9	7.5
Cc1ccccc1NC(=O)Cc1nnc(SCC(=O)NC2CCCCC2)n1C	7.9	0.4	2.9	3.2	1.1	3.6	-2.4	9.5	-0.4
CC12CCC(C(=O)N3CCCc4ccccc43)(CC1=O)C2(C)C (stereo unspecified)	-1.6	-0.9	-5.3	2.4	-0.3	-7.3	-1.1	16.6	4.3
O=C(NNc1nc2cc3c(cc2s1)OCO3)c1cccc(F)c1	-5.2	2.4	-3.3	5.9	-1.3	0.6	5.4	1.1	0.5
Cn1c(SC/C=C/c2ccccc2)nnc1-c1ccco1	-9.5	0.6	-6.3	4.8	1.4	0.9	-1.8	-4.9	0.4

Some of these compounds in order of molar mass, ascending.
Molecule	CHRM4 antagonist	M4 ag	M5 PAM	M5 antag	CRFR2-BP ag	M1 PAM	M5 ag	M1 antag	CHRM4 PAM
Cn1c(SC/C=C/c2ccccc2)nnc1-c1ccco1	-9.5	0.6	-6.3	4.8	1.4	0.9	-1.8	-4.9	0.4
CC1CN(C(=O)COC(=O)c2cnc(Cl)c(Cl)c2)CC(C)O1 (stereo unspecified)	-2.0	3.2	8.5	2.5	1.0	3.3	0.1	-7.7	2.0
CCOC(=O)Cn1c(=O)oc2cc(S(=O)(=O)NC(C)c3ccccc3)ccc21 (stereo unspecified)	0.7	2.1	-6.0	-1.8	0.0	0.5	0.7	-6.0	-4.6
CCN(CC)S(=O)(=O)c1ccc(S(=O)(=O)Nc2ccc(C(=O)N3CCCC3)cc2)cc1	-8.8	3.2	0.9	-2.3	-1.3	6.4	0.6	-9.7	-0.6
O=[N+]([O-])c1ccc(N/N=C/c2sc(N3CCOCC3)nc2-c2ccccc2)c(S(=O)(=O)Nc2ccccc2Cl)c1	4.4	-0.2	-5.1	3.6	66.9*	-2.3	-0.2	2.4	-12.3

Next part.
Molecule	CHRM4 antagonist	M4 ag	M5 PAM	M5 antag	CRFR2-BP ag	M1 PAM	M5 ag	M1 antag	CHRM4 PAM
CCCCSc1nsc(NC(C)=O)n1	3.3	0.1	-1.1	-3.8	0.0	9.7	0.0	-8.0	-4.4
Cc1ccc(N2CCN(C3=NC(=O)/C(=C\c4cn[nH]c4-c4ccccc4)S3)CC2)cc1	-4.2	4.7	-11.6	6.7	-0.6	-7.4	-2.5	11.2	5.1
C/C(=N\NC(=O)c1ccco1)c1ccc(C(=O)O)s1	0.3	0.6	8.5	-13.1	0.9	11.7	-1.6	-11.2	-2.0
COCc1c(C(=O)Nc2cccc(S(=O)(=O)N3CCCCC3)c2)oc2ccccc12	-1.5	1.4	6.7	1.1	4.1	3.6	1.8	-11.4	5.3
Cc1cc(/C=N/n2cnnc2)c(C)n1-c1ccccc1	8.1	0.9	4.3	4.5	0.4	-8.1	3.1	10.5	-0.5
CC1CN(c2ccc(S(=O)(=O)N3CCCC3)cn2)CC(C)O1 (stereo unspecified)	3.7	-0.7	-4.4	3.6	-2.3	1.7	-2.4	-24.2	0.7
COc1ccc(CCC(C)NCc2cccc(Br)c2)cc1 (stereo unspecified)	16.2	8.5	-5.0	9.9	-1.0	-15.6	-11.1	8.5	-10.7
O=S(=O)(Cc1ccc(Cl)cc1)N1CCCCCC1	-12.1	-0.1	-2.6	1.7	-0.5	0.3	-3.7	-0.7	4.3
CN(CC(=O)O)C(=O)c1ccccc1	-2.9	-0.6	0.4	5.7	2.3	11.7	1.6	-9.8	1.6
O=C(NCc1ccc(F)cc1)c1cc(C(=O)C2CC2)c[nH]1	-9.8	4.4	-3.7	4.6	-0.1	8.4	-1.2	-9.2	0.7
COc1cc(N2CCCC2)c(OC)cc1/C=C(/C#N)c1ccc(F)cc1	8.5	0.7	4.2	-2.2	26.6	11.7	1.8	-12.2	8.2
O=C(COC(=O)CCc1nc2ccccc2n1-c1ccccc1)Nc1ccc(N2CCCCC2)cc1	14.1	1.2	-7.2	4.9	0.7	-5.1	-3.6	11.8	-18.9
Cn1nc(N)c2ncc(C(Cl)(Cl)Cl)nc21	-5.7	-0.1	0.9	17.0	21.2	3.3	-0.3	-8.6	5.9
CCCCCC(=O)N1C[C@@H](O)[C@H](n2cc(-c3ccc(F)cc3)nn2)C[C@@H]1c1ccc(Cl)cc1	-10.6	4.5	-4.9	12.3	-0.2	3.0	-2.0	-9.9	1.1
Cc1ccc(N(Cc2cc(=O)[nH]c3ccccc23)C(=O)C(C)C)cc1	2.5	-0.8	-0.5	5.7	-3.0	15.5	-0.8	-22.4	0.8
COc1ccc(-c2ccnc3c(C#N)cnn23)cc1	-0.4	0.5	-6.4	0.5	-7.8	9.9	-2.8	0.6	1.6
CCOc1ccc2nc(NC(=O)C(NS(=O)(=O)c3cccs3)C(C)C)sc2c1 (stereo unspecified)	16.4	0.2	-0.3	2.4	-1.9	-0.6	-5.4	-1.6	-9.2
CCCCOc1ccc(C(=O)NNC(=O)C2C3CCC(C3)C2C(=O)O)cc1 (stereo unspecified)	11.7	3.0	-5.1	5.0	-1.2	1.6	0.6	1.2	-5.5
O=C(c1ccc2c(c1)OCO2)C1CCCN(C(=O)c2cnn(Cc3ccccc3)c2)C1 (stereo unspecified)	-12.6	3.9	1.0	3.6	-0.6	8.6	-3.2	-16.0	8.1
CC1CCN(CCCNS(=O)(=O)c2cc(Br)cc3c2N(C(=O)C2CC2)CC3)CC1	-4.4	0.0	-5.9	9.1	-1.0	7.3	-6.0	-17.3	7.9
CN(C)CCN(Cc1cc2cc3c(cc2[nH]c1=O)OCO3)C(=S)NCc1ccco1	-2.5	0.4	-0.4	-17.3	-0.8	6.4	-1.7	-5.5	2.5
CCCC1(C(=O)OCC)NC(c2ccc(OC)cc2OC)C2C(=O)N(c3ccccc3)C(=O)C21 (stereo unspecified)	-7.8	1.0	-1.5	3.0	-0.9	-6.2	-4.2	9.3	-0.5
CNC(=O)c1ccc(-n2nc(C)cc2-c2ccccc2)cc1	2.9	1.1	-1.7	4.4	-0.6	1.0	-0.5	2.0	-0.5
O=C(CCN1C(=O)/C(=C/c2ccccc2F)SC1=S)N[C@@H](CO)Cc1ccccc1	2.8	2.0	5.1	0.9	-1.8	4.5	-0.7	-7.9	0.2
COC(=O)c1cc2c(s1)-c1ccccc1OC2	-9.6	0.3	-1.6	-3.2	-1.2	1.8	-3.4	-9.3	0.9

M1 antag: hit marks shown above
Molecule	CHRM4 antagonist	M4 ag	M5 PAM	M5 antag	CRFR2-BP ag	M1 PAM	M5 ag	M1 antag	CHRM4 PAM
COc1cccc(CCN2CCC(CNS(=O)(=O)c3cc(-c4cc(C)no4)ccc3OC)CC2)c1	13.5	3.9	-6.9	19.6	-1.8	-22.6	-6.7	37.0*	-19.0
